# Hep lipid drop – hepatic lipid droplet formation modulation. AML12 mouse hepatocytes, oleate lipid droplets, BODIPY imaging. inhibition, % at 6.5 µM. 240,000 tested, 0.4% active. AID 1656;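 active means lipid droplet intensity inhibited by at least 50%, with more than 500 cells counted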
#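 Material – mouse AML12 hepatocyte cell line, fixed after treatment · Compound dosing – one dose, 6.5 µM compound · Times – compound with oleate, overnight · Measured by – Image-based BODIPY and DAPI two-channel analysis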
# T cell HTS – T cell immune modulators affecting CD8 T cell-vesicle binding. 2C CD8+ T cell-vesicle binding, flow cytometry; active compounds read low. calls only at 7 µM. 330,000 tested, 0.068% active. AID 2052;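 active means response, share of CD8 T cells binding vesicles, and their 90th percentile fluorescence all below set limits, cut at about 80% in these data, passing the limit was not always enough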
#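 Assay system: 2C TCR transgenic mouse naive CD8+ T cells, MACS-purified | Read-out: CD8+ gate FL2 mean fluorescence as % of same-row positive control | Signal: High-throughput flow cytometry with anti-B7-1 and anti-CD8 staining | Timing: Binding step 1.5 h, 37 °C, antibody labelling 20 min, ice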
# Hep lipid drop cells 6.5 µM – also measured in Hep lipid drop; calls as there; cell count; measured here: cell count, cytotoxicity flag;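 cells counted across two imaged fields per well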
# T cell HTS vesicle-bound % – further read-out of T cell HTS, marked with its call; double positive events, %; measured here: CD8+ vesicle-bound cell fraction;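 binding gate set so that unloaded-vesicle control wells show 10% double positive cells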
# * marks the source's active call; other numbers are inactive results; i = inactive.
# Letter code – A = Hep lipid drop; B = Hep lipid drop cells 6.5 µM; C = T cell HTS; D = T cell HTS vesicle-bound %
> O=C(c1c(F)cccc1F)N(Cc1ccccc1)Cc1ccccc1
  A: -27; B: 738; C: i; D: 26

> C[n+]1ccc(C(=O)NCc2ccccc2)cc1
  A: -7; B: 794; C: i; D: 51

> O=C(O)[C@H](Cc1c[nH]c2ccccc12)Nc1ncccc1[N+](=O)[O-]
  A: -7; B: 842; C: i; D: 42

> CC1(C)Cc2c(sc(NC(=O)C(=O)NCCCN3CCOCC3)c2C#N)CO1
  A: -4; B: 707; C: i; D: 15

> CCc1ccc(C(O)(CNCc2ccccc2)c2ccccc2)cc1 (stereo unspecified)
  A: -3; B: 785; C: i; D: 50

> Cc1cccn2c(=O)c3cc(S(=O)(=O)c4ccc(Br)cc4)c(=N)n(C4CCCCC4)c3nc12
  A: -1; B: 766; C: i; D: 11

> Cc1ccc(CS(=O)Cc2ccc(C(=O)NC3CCCCC3)o2)cc1 (stereo unspecified)
  A: -1; B: 723; C: i; D: 10

> CC/C(=N\NC(=O)c1c(C)nc2ccccn12)c1ccccc1
  A: 6; B: 805; C: i; D: 21

> C=CCOC(=O)c1ccc(N2CCN(c3ccccc3)CC2)nc1
  A: 12; B: 822; C: i; D: 40

> CCOC(=O)c1nc(NNC(=O)c2ccc([N+](=O)[O-])cc2)sc1C
  A: -22; B: 842; C: i; D: 50

> COc1cccc(N(C(=O)CNC(=O)c2ccco2)C(C(=O)NC2CCCC2)c2ccco2)c1 (stereo unspecified)
  A: -8; B: 839; C: i; D: 27

> COc1ccc(CCN2CCCC(CN(C)C(=O)c3ccoc3)C2)cc1 (stereo unspecified)
  A: -7; B: 736; C: i; D: 46

> Nc1c2c(nc3cccc(Cl)c13)N(c1ccccc1)CC2
  A: -13; B: 774; C: i; D: 43

> CCOc1ccc(CCNC(=O)CN2C(=O)c3cccnc3Oc3ccc(Cl)cc32)cc1
  A: -3; B: 734; C: i; D: 50

> Cc1ccc(C(=O)N/C(=C\c2ccc(Cl)cc2)C(=O)NCCN2CCOCC2)cc1
  A: 0; B: 772; C: i; D: 5

> O=S(=O)(c1ccc(Cl)s1)N1CCC2(CC1)OCCO2
  A: -1; B: 807; C: i; D: 28

> COCC1CCCCN1C(=O)c1ccc(OC)c(OC2CCN(C(C)C)CC2)c1 (stereo unspecified)
  A: 0; B: 721; C: i; D: 24

> Cc1ccnc(NC(=O)CCNC(=O)c2ccccc2Cl)c1
  A: 0; B: 829; C: i; D: 21

> CC(=O)c1ccc(NC(=O)COC(=O)C2C3CC4OC(=O)C2C4C3)cc1 (stereo unspecified)
  A: -9; B: 816; C: i; D: 14

> COC(=O)c1sccc1NC(=O)Nc1ccc(F)cc1F
  A: -2; B: 832; C: i; D: 6

> COc1cccc(OC)c1CNC(=O)C1CCC(=O)N(CC2CCCCC2)C1 (stereo unspecified)
  A: -1; B: 734; C: i; D: 15

> CCOc1ccccc1NC(=O)c1cccc2c1C(=O)N(C1CCCCC1)C2
  A: -5; B: 721; C: i; D: 37

> COc1cccc(C(=O)NC(=S)Nc2ccccc2N2CCCCC2)c1
  A: -14; B: 864; C: i; D: 23

> Cc1ccc(-n2ccc(=O)c(C(=O)Nc3ccc(S(=O)(=O)N4CCOCC4)cc3)n2)cc1
  A: -3; B: 765; C: i; D: 10

> O=C(COC(=O)c1ccccc1[N+](=O)[O-])NNC(=O)c1cccs1
  A: -4; B: 792; C: i; D: 47

> OC1c2cc(Br)ccc2N=C2CCCN21 (stereo unspecified)
  A: -21; B: 785; C: i; D: 29

> O=C(CCN1C(=O)[C@@H]2Cc3ccccc3CN2C1=O)N[C@H](C(=O)O)c1ccccc1
  A: -12; B: 738; C: i; D: 2

> O=C(CNC(=O)CNC(=O)c1ccc(Cl)cc1Cl)NCc1cccc(Cl)c1
  A: -4; B: 700; C: i; D: 36

> CC(C)CCN1CCNC(=O)C1CC(=O)N(C)CCCN1CCOCC1 (stereo unspecified)
  A: -1; B: 762; C: i; D: 72

> COc1ccccc1CNC(=O)C1CCN(S(=O)(=O)c2ccc3c(c2)CC(C)N3C(=O)C2CC2)CC1 (stereo unspecified)
  A: -4; B: 719; C: i; D: 26

> Cc1ccc2nc(/C(C#N)=C/c3ccccc3C(=O)O)[nH]c2c1
  A: -2; B: 829; C: i; D: 58

> Cc1cc(CN2CCC(n3nccc3NC(=O)c3ccccc3C)CC2)n[nH]1
  A: 1; B: 876; C: i; D: 66

> COc1ccccc1-c1noc2ncnc(Nc3ccc4c(c3)OCO4)c12
  A: 0; B: 798; C: i; D: 44

> CCOc1ccc(-n2c(=S)sc3c(=O)n(-c4ccccc4)c(SC)nc32)cc1
  A: -27; B: 821; C: i; D: 37

> CCCn1c(SCC(=O)N2CCN(C(C)=O)CC2)nc2sc3c(c2c1=O)CCC3
  A: 0; B: 862; C: i; D: 60

> CN(C(=O)C1CCC(=O)N(C2CC2)C1)C1CCCCC1 (stereo unspecified)
  A: 1; B: 825; C: i; D: 68

> Cc1ccc(NC(=O)c2cccs2)cc1NC(=O)c1ccc(F)cc1
  A: -2; B: 799; C: i; D: 68

> COc1ccc(S(=O)(=O)n2c([N+](=O)[O-])cnc2C)cc1OC
  A: 11; B: 886; C: i; D: 59

> CC(=O)c1c(C)n(-c2ccc(Cl)cc2)c2ccc(O)cc12
  A: -5; B: 836; C: i; D: 47

> CCN(CC)S(=O)(=O)c1ccc(Cl)c(C(=O)NCCN2CCOCC2)c1
  A: 1; B: 848; C: i; D: 57

> COc1ccc(C(=O)N=C2SC3CS(=O)(=O)CC3N2Cc2ccc(OC)c(OC)c2)cc1 (stereo unspecified)
  A: 2; B: 751; C: i; D: 2

> O=C(NNS(=O)(=O)c1ccc(F)cc1)c1cc(Cl)ccc1O
  A: 7; B: 825; C: i; D: 58

> COc1ccc(CCNC(=O)CCc2cn(C)c3ccccc23)c(OC)c1OC
  A: 86*; B: 792*; C: i; D: 44

> Cc1ccc(NC(=O)NC2CCCCCCC2)c(C)c1
  A: 3; B: 745; C: i; D: 16

> OCCNCc1c(OCc2ccc(Cl)cc2)ccc2ccccc12
  A: 23; B: 421; C: i; D: 35

> CCC(C)NC(=O)c1ccc(NS(=O)(=O)c2ccc3[nH]c(=O)[nH]c3c2)cc1 (stereo unspecified)
  A: -2; B: 697; C: i; D: 68

> C=CCOc1ccccc1CN1CCC(C(=O)Nc2cccc(-c3ccn[nH]3)c2)CC1
  A: -2; B: 740; C: i; D: 21

> COc1cc2c(cc1OC)-c1cc(Nc3ccc(C(=O)O)cc3)nc(=O)n1CC2
  A: 6; B: 650; C: i; D: 59

> Cc1cc(C)cc(OCCNC(=O)c2cc(S(=O)(=O)N3CCOCC3)ccc2F)c1
  A: -37; B: 811; C: i; D: 27

> S=c1[nH]nc(-c2ccccc2)n1/N=C/c1cccc(Cl)c1
  A: -17; B: 790; C: i; D: 62

> O=C(O)CSc1c2c(nc3cc(C(=O)Nc4cccc(C(F)(F)F)c4)ccc13)CCCC2
  A: -9; B: 770; C: i; D: 3

> CCC1Sc2ccc(S(=O)(=O)CCC(=O)NCc3ccco3)cc2NC1=O (stereo unspecified)
  A: 2; B: 685; C: i; D: 7

> COc1ccc(NC(=O)c2cccc(S(=O)(=O)N3CCN(C)CC3)c2)c(OC)c1
  A: -3; B: 808; C: i; D: 27

> CC(CN1CCN(Cc2ccccc2)CC1)c1ccccc1 (stereo unspecified)
  A: -2; B: 807; C: i; D: 5

> Cc1c(Cl)cccc1NC(=O)CSc1nccn1C
  A: -24; B: 803; C: i; D: 17

> COc1ccc(C2/C(=C(\O)c3ccc4c(c3)CC(C)O4)C(=O)C(=O)N2Cc2cccnc2)c(OC)c1 (stereo unspecified)
  A: -2; B: 693; C: i; D: 20

> CCCC(C(=O)NC(C)(C)C)N(Cc1ccccc1Cl)C(=O)c1snc(C(N)=O)c1N (stereo unspecified)
  A: -4; B: 782; C: i; D: 9

> CCc1ccccc1NC(=O)COc1ccc(N2CC(C(N)=O)CC2=O)cc1 (stereo unspecified)
  A: 8; B: 715; C: i; D: 15

> CCCS(=O)(=O)c1nc(S(=O)(=O)c2ccc(C)cc2)c(N2CCC(O)CC2)s1
  A: 7; B: 701; C: i; D: 29

> Cc1ccccc1N1CCN(C2CCCN(C(=O)CCN3CCCCC3=O)C2)CC1 (stereo unspecified)
  A: -15; B: 726; C: i; D: 56

# Other structures follow.
# Letter code – A = Hep lipid drop; B = Hep lipid drop cells 6.5 µM; C = T cell HTS; D = T cell HTS vesicle-bound %
> CC1CN(C(=O)CS(=O)(=O)Cc2ccc(Cl)cc2)CC(C)O1 (stereo unspecified)
  A: 7; B: 847; C: i; D: 16

> CCn1c(C)nnc1SCC(=O)Nc1nccs1
  A: -4; B: 828; C: i; D: 27

> CCOc1ccc(C(C(=O)NCC2CCCO2)N(C(=O)c2snc(C(N)=O)c2N)c2cccc(F)c2)cc1 (stereo unspecified)
  A: -31; B: 791; C: i; D: 14

> Cc1ccc(S(=O)(=O)NCCNC(=O)c2ccc(C)nc2)cc1
  A: 18; B: 816; C: i; D: 48

> C=CCNC(=O)Cn1nnc(-c2ccc(-c3ccc(OC)cc3)cc2)n1
  A: 0; B: 829; C: i; D: 45

> N#Cc1nc(-c2cccc(Cl)c2)oc1N1CCC(C(N)=O)CC1
  A: -2; B: 829; C: i; D: 36

> CCOc1ccc(/C=N/n2c(C)nc3ccccc3c2=O)cc1
  A: -13; B: 672; C: i; D: 54

> C=CCn1c(NCc2ccccc2O)nc2ccccc21
  A: -14; B: 812; C: i; D: 69

> CN(c1ccc(OCc2ccc([N+](=O)[O-])cc2)cc1)S(=O)(=O)c1ccccc1
  A: -44; B: 781; C: i; D: 16

> Cc1ccc(Cn2c(C)c3cnn(CC(=O)NCc4ccccn4)c(=O)c3c2C)cc1
  A: 25; B: 760; C: i; D: 18

> COc1cccc(CNC(=O)CCc2nnc3ccc(NCCCN4CCCC4=O)nn23)c1
  A: 2; B: 730; C: i; D: 14

> CCc1ccc(OC(C)C(=O)N(Cc2ccco2)C2CCS(=O)(=O)C2)cc1 (stereo unspecified)
  A: -1; B: 763; C: i; D: 14

> CC(=O)NCC1CCN(C(=O)C2CCC(=O)N(CCc3cccc(F)c3)C2)CC1 (stereo unspecified)
  A: -2; B: 804; C: i; D: 69

> COc1ccccc1Nc1cc(C(=O)NC2CCCC2)c2ccccc2n1
  A: -10; B: 665; C: i; D: 25

> CCn1c(SCC(=O)NC2CCCCC2)nc2c(c1=O)SCC2
  A: 18; B: 702; C: i; D: 66

# Compound profiles (already shown). Screens in order: Hep lipid drop | Hep lipid drop cells 6.5 µM | T cell HTS | T cell HTS vesicle-bound %
# CC(=O)NCC1CCN(C(=O)C2CCC(=O)N(CCc3cccc(F)c3)C2)CC1 (stereo unspecified) across the screens: -2 | 804 | i | 69
# CCn1c(C)nnc1SCC(=O)Nc1nccs1 across the screens: -4 | 828 | i | 27
# N#Cc1nc(-c2cccc(Cl)c2)oc1N1CCC(C(N)=O)CC1 across the screens: -2 | 829 | i | 36
# COc1ccccc1Nc1cc(C(=O)NC2CCCC2)c2ccccc2n1 across the screens: -10 | 665 | i | 25

# Next section:
# Letter code – A = Hep lipid drop; B = Hep lipid drop cells 6.5 µM; C = T cell HTS; D = T cell HTS vesicle-bound %
> CCOc1ccc(-c2c(C(=O)N/N=C/c3cccnc3)nnn2-c2nonc2N)cc1
  A: 3; B: 755; C: i; D: 27

> COc1ccc(N2Cc3ccc(C(=O)N/N=C\c4ccc(O)cc4O)cc3C2)cc1
  A: -15; B: 762; C: i; D: 24

> Cc1oc(-c2ccccc2Cl)nc1CS(=O)CC(=O)NCc1ccco1 (stereo unspecified)
  A: 14; B: 729; C: i; D: 18

> CSCC[C@H](NC(=O)C1CCN(C(=O)[C@H](Cc2ccccc2)NS(=O)(=O)c2ccc(C)cc2)CC1)C(=O)O
  A: -16; B: 765; C: i; D: 8

> COc1ccc(N(C(=O)c2snc(C(N)=O)c2N)C(C(=O)NC2CCCC2)c2cc(OC)ccc2OC)c(OC)c1 (stereo unspecified)
  A: -4; B: 787; C: i; D: 9

> COc1ccc(S(=O)(=O)NCc2nc3nc(C)cc(C)n3n2)cc1OC
  A: -3; B: 781; C: i; D: 19

> CCN(CCCNC(=O)C1CCN(C(=O)c2cc3sccc3n2C)CC1)Cc1ccccc1
  A: -15; B: 733; C: i; D: 39

> COc1ccc(CCN(C)C2CCCN(C(=O)c3ccnn3C)C2)cc1OC (stereo unspecified)
  A: 5; B: 861; C: i; D: 68

> Cc1cc(C)c(OCC(=O)N2CC=C(c3ccccc3)CC2)c(C)c1
  A: -64; B: 652; C: i; D: 11

> Cc1cc(C)n(CC(=O)NNC(=O)CCCOc2ccc(Cl)c(C)c2)n1
  A: 2; B: 832; C: i; D: 36

> Cc1c(C)c2ccc(OCC(=O)N3CCN(c4cccc(Cl)c4)CC3)cc2oc1=O
  A: 11; B: 767; C: i; D: 10

> COC(=O)C1=C(C)NC(=S)NC1c1ccc(OCC(=O)N2CCCCC2)c(OC)c1 (stereo unspecified)
  A: -20; B: 678; C: i; D: 25

> CCN(CC)S(=O)(=O)c1ccc(NCCCn2ccnc2)c([N+](=O)[O-])c1
  A: -27; B: 807; C: i; D: 9

> COc1ccc2c(c1)c1nc3n(c(=O)c1n2CC(=O)Nc1ccccc1)CCCS3
  A: -1; B: 760; C: i; D: 17

> Cc1ccn2c(CNCc3cnn(C)c3)c(C(=O)N3CCCCCC3)nc2c1
  A: -9; B: 671; C: i; D: 28

> O=C(N/N=C/c1c(O)ccc2ccccc12)c1cccnc1
  A: -4; B: 828; C: i; D: 18

# These rows are one share of the data, so the mix of outcomes need not match the whole.
